bIAP act: bovine intestinal alkaline phosphatase activators, primary screen, biochemical, bovine IAP, CDP-star luminescence; purified bovine IAP, 30 min; hits give high values; fold of DMSO-control signal, blank-subtracted; activation factor at 20 µM; actives 0.17% (n = 200,000); AID 1016, 2008;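 active = activation factor of 2 or more at 20 µM, a signal rise over negative controls twice the positive control's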
S1P3 antagonist: S1P3 receptor antagonists, primary screen, cell-based | Sphingosine 1-phosphate receptor 3 (Homo sapiens), Q99500 | CHO S1P3 NFAT-BLA reporter, FRET fluorescence, antagonist mode | inhibition, % at 4.98 µM | actives 0.27% (n = 170,000) | AID 485, 2006;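 active = inhibition above the plate cutoff, the mean inhibition of test wells on that plate plus 3 SD, cut at about 28% in these data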;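 note: cells challenged with S1P at its EC80 of 0.8 µM; blue over green emission ratio from cleaved BLA substrate after 4 h stimulation; 0% = S1P-stimulated wells and 100% = unstimulated DMSO-only wells; some compounds past the cut are filed as inactive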
Target sequence (Q99500 whole entry, looked up): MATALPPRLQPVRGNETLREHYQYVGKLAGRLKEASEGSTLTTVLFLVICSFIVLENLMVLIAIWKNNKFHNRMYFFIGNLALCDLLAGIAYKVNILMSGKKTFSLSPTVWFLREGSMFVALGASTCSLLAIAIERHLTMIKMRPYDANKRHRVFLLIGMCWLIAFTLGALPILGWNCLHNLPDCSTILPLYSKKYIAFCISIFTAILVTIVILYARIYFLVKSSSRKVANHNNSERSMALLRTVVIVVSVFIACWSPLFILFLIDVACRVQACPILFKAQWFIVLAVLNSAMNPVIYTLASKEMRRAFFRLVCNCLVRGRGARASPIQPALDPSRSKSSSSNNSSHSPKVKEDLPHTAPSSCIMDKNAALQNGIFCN
TLR4-MyD88 BLA: inhibitors of TLR4-MyD88 association in cells, primary screen, cell-based, HeLa CL3-4, BLA complementation, FRET ratio; Toll-like receptor 4 (Homo sapiens) + Myeloid differentiation primary response protein …; HeLa CL3-4 TLR4/MyD88 BLA complementation; inhibition, % at 8.4 µM; actives 0.18% (n = 200,000); AID 861, 2007; in the data active = inhibition above about 25%;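 note: 0% = vehicle and 100% = reference inhibitor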
PPARg SRC-2 ag: agonists of PPARg-SRC-2 recruitment, primary screen, biochemical, HTS | Peroxisome proliferator-activated receptor gamma (Homo sapiens), P37231 | PPARgamma LBD-SRC-2 recruitment | activation, % at 8 µM | actives 0.34% (n = 200,000); in the data active = activation above about 22%;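 note: 0% = vehicle and 100% = reference agonist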
Target sequence (P37231 whole entry, looked up, the tested form may be a part): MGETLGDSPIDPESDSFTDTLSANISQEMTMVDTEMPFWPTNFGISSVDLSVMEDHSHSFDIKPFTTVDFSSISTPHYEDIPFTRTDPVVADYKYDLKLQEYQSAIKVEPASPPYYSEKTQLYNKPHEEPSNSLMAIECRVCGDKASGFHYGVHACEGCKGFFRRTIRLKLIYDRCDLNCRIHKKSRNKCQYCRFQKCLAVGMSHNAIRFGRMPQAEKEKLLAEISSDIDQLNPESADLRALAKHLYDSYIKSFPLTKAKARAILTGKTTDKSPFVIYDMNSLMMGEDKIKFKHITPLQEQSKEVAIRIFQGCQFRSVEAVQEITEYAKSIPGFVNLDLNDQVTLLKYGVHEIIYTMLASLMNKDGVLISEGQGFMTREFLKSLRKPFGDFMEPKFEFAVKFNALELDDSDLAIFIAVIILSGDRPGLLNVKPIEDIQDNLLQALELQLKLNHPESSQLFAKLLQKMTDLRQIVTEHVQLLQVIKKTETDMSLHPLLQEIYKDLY
PPARg SRC3 recr: PPARgamma agonists recruiting SRC-3 coactivator, primary screen, biochemical. AID 731, 2007. activation, % at 8 µM. actives 0.26% (n = 200,000). biochemical PPARgamma/SRC-3 coactivator recruitment assay; in the data active = activation above about 23%;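 note: 0% = DMSO and 100% = reference agonist; some compounds past the cut are filed as inactive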
PPARg SRC1 recr: PPARgamma agonists recruiting SRC-1 coactivator, primary screen, biochemical. Peroxisome proliferator-activated receptor gamma (Homo sapiens), P37231. PPARgamma-SRC-1 coactivator recruitment biochemical assay. activation, % at 8 µM. actives 0.41% (n = 200,000); in the data active = activation above about 19%;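 note: 0% = DMSO and 100% = reference agonist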
Lmaj promast: Leishmania major promastigote growth inhibition, primary screen | Leishmania major promastigotes, resazurin fluorescence viability | inhibition, % at 10 µM | actives 9% (n = 200,000); in the data active = inhibition above about 50%;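 note: promastigotes grown with compound for 44 hours at 28 °C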
bIAP inhibitor: bovine intestinal alkaline phosphatase inhibitors, primary screen, selectivity assay for TNAP inhibitor project, biochemical, bovine IAP, CDP-star luminescence. alkaline phosphatase, intestinal [Bos taurus]. purified bovine IAP, 30 min. inhibition, % at 20 µM. 190,000 tested, under 10 active;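 active = over 50% inhibition of intestinal alkaline phosphatase at 20 µM in the single-dose screen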
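Assay system – bovine IAP enzyme · Quantity – bovine IAP at 1/65,000,000 final dilution · Detection – CDP-star luminescence signal · Times – 30 min reaction at room temperature · Also added – CDP-star substrate at 30 µM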
SRC2 TRFRET art: TR-FRET signal artefacts, primary screen, artefact control for PPARgamma SRC-2 agonist project, biochemical. TR-FRET artefact counter-screen; hits give high values. TR-FRET ratio at 8 µM. actives 0.4% (n = 200,000). AID 1049, 2008; in the data active = TR-FRET ratio above about 2000; note: inactives centre near 1500
ROMK primary: ROMK potassium channel modulators, primary screen, cell-based, thallium flux, MLSMR library; Tet-inducible ROMK, thallium flux fluorescence; actives lie on both sides; AID 1918, 2009; B-score at 10 µM; actives 2% (n = 130,000);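 active = signal ratio slope over the read window, or its plate-corrected B-score, at least 3 SD from the plate mean, either direction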;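 note: B-score of the F/F0 ratio slope over 7 to 12 s after thallium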
DTT redox prof: compounds producing H2O2 with reducing agent – biochemical, NIH compound library profiling, artefact control for MLSCN library redox annotation, primary screen. activation, % at 10 µM. DTT-dependent redox cycling H2O2, phenol red/HRP absorbance; 100% = 100 µM peroxide control, 0% = buffer. actives 0.03% (n = 200,000);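 active = activation of at least 50% relative to the plate's high and low controls in the primary single-dose screen; inactive = activation below 50%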;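 note: compound incubated with DTT at 0.8 mM final as the reducing agent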
The depositor's hits bear a star; . = not tested or not shown.

Structure,bIAP act,S1P3 antagonist,TLR4-MyD88 BLA,PPARg SRC-2 ag,PPARg SRC3 recr,PPARg SRC1 recr,Lmaj promast,bIAP inhibitor,SRC2 TRFRET art,ROMK primary,DTT redox prof
Cc1ccc(CN2C(=O)CCC2C(=O)NC2CCCC2)cc1 (stereo not given),0.9,-53,-8,4,-9,0,1,6,1478,-0.27,0.9
COc1ccc(C2C(C#N)=C(N)N3C(=C2C#N)Sc2ccccc23)cc1 (stereo not given),1.1,-7,23,5,-5,-7,-3,-9,1515,.,-2.0
Cc1cc(C)nc(SCCS(=O)(=O)Cc2ccc(Cl)cc2)n1,1.1,.,1,6,-7,1,-7,-10,1418,.,0.9
CN1CCN(S(=O)(=O)c2cccs2)CC1,0.9,-13,0,-5,2,-8,8,9,1316,-0.49,-1.2
COCCN1CCn2c(nc3cc(NC(=O)c4ccc(OC)cc4)ccc32)C1,1.1,2,-1,6,1,4,-8,-8,1626,.,2.1
Cc1ccccc1C(C(=O)NC1CCCC1)N(C(=O)Cc1cccs1)c1ccc2c(c1)OCCO2 (stereo not given),1,.,-14,6,5,2,8,-2,1556,-1,-11
CCCCS(=O)(=O)C1CCS(=O)(=O)C1 (stereo not given),1,.,3,6,-2,8,-5,0,1660,.,0.1
Cc1ccc(CNC(=O)C2CCCN(S(=O)(=O)c3c(C)noc3C)C2)cc1 (stereo not given),1,.,-3,2,-3,1,-3,0,1550,.,-2.8
COC(=O)c1ccc(CN(C(C)=O)c2ccccc2)o1,1,.,-7,5,2,10,-1,4,1593,.,-1.2
O=c1c2ccccc2nnn1Cc1nnc(-c2ccccc2Br)o1,0.9,-20,-1,2,-4,-5,16,7,1420,.,0.5
CSCCC(=O)Nc1cc(S(=O)(=O)N2CCOCC2)ccc1N1CCN(C)CC1,1,-8,-2,-2,-3,-11,-6,0,1554,0.58,0.2
CCN(C(=O)CSc1nnc(-c2ccncc2)n1-c1ccccc1)C1CCS(=O)(=O)C1 (stereo not given),0.9,-9,-1,6,0,0,2,6,1599,2.4,-0.4
Cc1ccc(-n2ncc(C(=O)Nc3cc(Cl)ccc3Cl)c2C2CCNCC2)cc1,1.2,-1,10,7,4,5,-7,-16,1561,-6.2*,-0.8
C/C(=N\NC(=O)Nc1ccccc1)c1ccccc1,0.9,-7,5,6,-3,6,-2,7,1708,.,1.0
COc1ccc(NC(=O)CC2C(=O)N(Cc3ccco3)C(=S)N2C(C)C)cc1 (stereo not given),1,-5,-4,4,3,5,4,1,1523,-2.2,0.0
CCOC(=O)c1cc2oc(C)cc2n1CC(=O)OC1CCCCC1,1,16,-2,-4,6,4,3,-2,1468,.,2.5
c1ccc(Cc2noc(CN3CCCN(C4Cc5ccccc5C4)CC3)n2)cc1,1,-8,6,-4,2,-6,92*,5,1393,-1.7,-0.2
Cc1ccc2nc(-c3ccccn3)cc(C(=O)N3CCN(c4ncccn4)CC3)c2c1,0.9,-3,-15,-4,4,7,-1,6,1604,.,1.3
CC(C(=O)NC(=O)NC1CCCCC1)N1CCN(c2ccccn2)CC1 (stereo not given),1,-16,4,3,3,-5,-2,1,1309,.,1.7
O=C(C1CCCCC1)N1CCC(CO)(Cc2ccccc2Cl)CC1,1,4,13,15,6,3,0,-3,1619,-1.8,0.6
CCC(C)Sc1nnc(CNC(=O)C23CC4CC(CC(C4)C2)C3)n1C1CCCCC1 (stereo not given),1,1,-8,11,5,5,21,2,1533,.,0.1
O=C(CSc1nc2ccc([N+](=O)[O-])cc2[nH]1)c1ccc2ccccc2c1,1,.,6,17,12,7,0,4,1684,.,0.6
O=C(COC(=O)/C=C/C(=O)N1CCN(c2ccccc2)CC1)NCc1ccc(F)cc1,0.9,-15,-9,-1,-2,-8,-1,7,1426,-0.052,5.2
Cc1cc(C(=O)c2ccccc2)nc2ccccc12,0.8,.,2,5,7,1,0,16,1621,0.45,0.3
CCOC(=O)c1c(C)[nH]c(O)c1C=Nc1ccccc1,0.9,.,4,-5,10,10,4,7,1616,.,0.7

Part of the list above, with values under each structure.
The line under a structure holds: bIAP act, S1P3 antagonist, TLR4-MyD88 BLA, PPARg SRC-2 ag, PPARg SRC3 recr, PPARg SRC1 recr, Lmaj promast, bIAP inhibitor, SRC2 TRFRET art, ROMK primary, DTT redox prof
- Cc1ccc(CN2C(=O)CCC2C(=O)NC2CCCC2)cc1 (stereo not given)
→ 0.9, -53, -8, 4, -9, 0, 1, 6, 1478, -0.27, 0.9
- COc1ccc(C2C(C#N)=C(N)N3C(=C2C#N)Sc2ccccc23)cc1 (stereo not given)
→ 1.1, -7, 23, 5, -5, -7, -3, -9, 1515, ., -2.0
- Cc1cc(C)nc(SCCS(=O)(=O)Cc2ccc(Cl)cc2)n1
→ 1.1, ., 1, 6, -7, 1, -7, -10, 1418, ., 0.9
- CN1CCN(S(=O)(=O)c2cccs2)CC1
→ 0.9, -13, 0, -5, 2, -8, 8, 9, 1316, -0.49, -1.2
- COCCN1CCn2c(nc3cc(NC(=O)c4ccc(OC)cc4)ccc32)C1
→ 1.1, 2, -1, 6, 1, 4, -8, -8, 1626, ., 2.1
- Cc1ccccc1C(C(=O)NC1CCCC1)N(C(=O)Cc1cccs1)c1ccc2c(c1)OCCO2 (stereo not given)
→ 1, ., -14, 6, 5, 2, 8, -2, 1556, -1, -11
- CCCCS(=O)(=O)C1CCS(=O)(=O)C1 (stereo not given)
→ 1, ., 3, 6, -2, 8, -5, 0, 1660, ., 0.1
- Cc1ccc(CNC(=O)C2CCCN(S(=O)(=O)c3c(C)noc3C)C2)cc1 (stereo not given)
→ 1, ., -3, 2, -3, 1, -3, 0, 1550, ., -2.8
- COC(=O)c1ccc(CN(C(C)=O)c2ccccc2)o1
→ 1, ., -7, 5, 2, 10, -1, 4, 1593, ., -1.2
- O=c1c2ccccc2nnn1Cc1nnc(-c2ccccc2Br)o1
→ 0.9, -20, -1, 2, -4, -5, 16, 7, 1420, ., 0.5
- CSCCC(=O)Nc1cc(S(=O)(=O)N2CCOCC2)ccc1N1CCN(C)CC1
→ 1, -8, -2, -2, -3, -11, -6, 0, 1554, 0.58, 0.2

Next compounds follow:
Structure,bIAP act,S1P3 antagonist,TLR4-MyD88 BLA,PPARg SRC-2 ag,PPARg SRC3 recr,PPARg SRC1 recr,Lmaj promast,bIAP inhibitor,SRC2 TRFRET art,ROMK primary,DTT redox prof
COc1ccc(CCNC(=O)COc2ccc(-c3ccc(C)cc3)cc2)cc1OC,1,.,-2,-2,-4,4,-4,5,1571,.,2.8
CCc1ccccc1NC(=O)Nc1cccs1,1.1,6,4,1,1,0,-6,-9,1582,-0.019,0.5
COc1ccc(Cc2nc3ccccc3n2CC(=O)N/N=C/c2ccc(O)cc2)cc1OC,1,8,-4,3,-4,4,-5,5,1607,.,-0.1
CCOc1cccc(C(=O)Nc2cccc(NC(=O)c3ccco3)c2)c1,0.7,14,-8,5,0,1,32,26,1672,-0.79,-0.3
Cc1ccnc(N2C(=O)c3ccccc3C2Nc2ccc3c(c2)OCCO3)c1 (stereo not given),0.9,-4,-3,1,-10,-2,3,6,1352,.,-0.7
CC(=O)c1cccc(NC(=O)COC(=O)CCc2ccc(S(=O)(=O)N3CCOCC3)cc2)c1,1.1,-11,-9,-7,0,-4,-4,-10,1470,0.61,-1.4
CCSc1nnc(NC(=O)CSc2nc(C)cc(C)n2)s1,0.9,.,-1,-1,7,3,-7,8,1780,0.47,3.3
O=C(CCC1CCCC1)Nc1ccccc1-c1ccccc1,0.9,1,-10,12,2,5,9,11,1633,-1.5,-0.3
Cc1cc(=O)oc2cc(OC(C)C(=O)N3CCCc4ccccc43)ccc12 (stereo not given),0.9,-8,10,4,3,-2,3,9,1556,.,0.7
Cc1ccc(/C=N/NC(=O)Cc2cccs2)o1,1.1,14,4,-5,-1,1,-6,-9,1661,0,-0.4
CC(C(=O)O)N1C(=O)c2cccc3cccc1c23 (stereo not given),1,-9,0,4,6,-2,6,2,1609,.,2.1
CSc1nc(C)cc(NC(N)=O)n1,1,-12,-4,-3,-10,4,-4,-2,1753,0,0.7
O=C(Nc1cc(Cl)ccc1Oc1ccccc1)c1cnccn1,1,.,-2,4,-12,0,-4,0,1428,0.2,0.5
O=C(CCC1CCCN(Cc2ccc(O)c(Cl)c2)C1)NCc1ccccc1F (stereo not given),1,-4,-7,5,-3,9,45,0,1501,0.22,0.1
Cc1nc2nc(C)c(CCC(=O)O)c(C)n2n1,1,.,4,9,6,7,0,1,1525,0.56,-0.1
O=C(CSc1nnc(CCc2ccccc2)n1-c1ccc(Cl)cc1)NCc1ccccc1,1.6,.,4,4,0,3,100*,-62,1489,-2.3,0.1
CC(=O)Nc1cccc(N/C=C(\C=O)c2nc3ccccc3o2)c1,0.9,9,-1,-2,2,-8,-8,11,1456,0.036,-0.4
O=C(NC(Cc1ccc2c(c1)OCO2)C(=O)N1CCCC1C(=O)O)c1ccccc1 (stereo not given),0.9,-6,-3,0,1,8,-3,12,1801,-0.053,-0.3
COC(=O)C1=CN(CCCN2CCCC2=O)C=C(C(=O)OC)C1c1ccccc1C(F)(F)F,1.5,-32,-16,4,1,4,4,-47,1550,.,-0.5
COc1ccc(C(=O)Nc2ccc(N3CCOCC3)cc2)cc1OC,0.9,-11,4,10,7,8,-1,6,1710,.,-0.5
CNC(=S)N(CCc1c(C)[nH]c2ccc(C)cc12)Cc1ccc(OC)c(OC)c1,0.9,-8,3,3,3,-2,36,9,1512,-0.65,0.4
CCC(C)NCCCOc1ccc(C)cc1OC (stereo not given),1,-20,2,0,5,9,1,1,1562,-0.85,-0.5
COc1cc(OC)cc(-c2nc(-c3ccc(Br)cc3)no2)c1,1,29,-11,5,-2,0,-8,-4,1504,-0.31,3.5
O=C(CSCCc1ccccn1)Nc1ccc(Br)cn1,1.1,.,-6,-8,6,5,-8,-6,1502,.,1.9
COc1cccc(C2CC(=O)Nc3cc4c(cc32)OCCO4)c1OC(C)C (stereo not given),1,-9,-2,2,0,3,10,2,1436,.,0.2
O=C(CCNS(=O)(=O)c1cccs1)Nc1nccs1,1.1,.,-6,-3,-8,8,-5,-11,1700,0.092,0.0
Cc1ccc(NC(=O)c2oc3ccccc3c2NC(=O)c2ccc3c(c2)OCO3)cc1,0.9,-39,-3,6,-1,4,22,9,1632,-0.37,-0.4
O=C(O)c1ccccc1C(=O)NNc1ccc(F)cc1,1,.,-2,8,15,4,16,4,1595,.,2.1

Screens as filed in PubChem.
